# From PubChem BioAssay
# VP16 counter: inhibits Gal4-VP16 luciferase reporter, ROR gamma counter-screen; Drosophila S2 Gal4-VP16 UAS-luciferase, luminescence, 20 h; Potency, µM (top dose mostly 53.6 µM), for the others: at the top dose activity, negative = inhibition, most hits filed as inhibitors; 310,000 compounds, 3.5% hits; AID 2546;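 further: Gal4-VP16 expression switched on by copper sulfate through the metallothionein promoter; potency means the concentration at half of the fitted maximal effect; on the % scale 0 is the no-effect control and ±100 the full control effect; nearly all actives have a fitted effect of over 50% in size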
# RORgamma inh: blocks mouse ROR gamma transcriptional activity; P51450; Drosophila S2 Gal4-RORgamma UAS-luciferase reporter, 20 h; Potency, µM (titrated, usually from 53.6 µM), inactives show at the top dose activity change, negative = inhibition, actives largely listed as inhibitors; 310,000 compounds, 5.4% hits; AID 2551; further: potency means the concentration at half of the fitted maximal effect; on the % scale 0 is the no-effect control and ±100 the full control effect; nearly all actives have a fitted effect of over 60% in size
#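 Luminescence from a UAS-regulated Photinus luciferase reporter in stably transfected Drosophila Schneider cells is measured; decreased signal marks ROR gamma inhibition. Fusion expression is induced by 700 uM copper sulfate for 20 hr.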
# FLuc counter: inhibits or activates purified firefly luciferase, miR-21 counter-screen; P08659; purified FLuc, Km substrates, luminescence inhibition; Potency, µM (series often up to 57.5 µM), for inactives: top-dose activity change, negative = inhibition, usual class: inhibitors; 360,000 compounds, 6.9% hits;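 further: potency means the concentration at half of the fitted maximal effect; plate controls were vehicle for no effect and reference inhibitor for full effect; nearly all actives have a fitted effect of over 55% in size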
#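 Purified P. pyralis luciferase (10nM final) with 10uM D-luciferin and 10uM ATP (Km levels) in 50mM Tris acetate pH 7.5, 10mM Mg acetate, 0.01% Tween-20, 0.05% BSA; qHTS 6-point titration, ~60 µM downward; luminescence read.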
# Menin-MLL TR inh: inhibitors of human menin-MLL interaction, mutant MLL peptide; 270,000 compounds, 0.23% hits; Menin + Texas Red MLL mutant peptide, fluorescence polarization; O00255; Potency, µM (titrated, usually from 61.6 µM), without a hit: at the top dose FP activity change, negative = inhibition, usual class: inhibitors; active means well fitted inhibition curve with a large enough effect in the polarisation, with a control signal flat, not every such curve was filed as active; inconclusive means small, poorly fitted or top-dose-only effect, or effect the other way, or a change in a side signal; inactive means no such curve, though single readings can be large or run the other way; the % refers to the polarisation; further: potency means the concentration at half of the fitted maximal effect; % of control where 0% means no effect; many of its hits are not listed in these tables
# Target sequence (O00255 whole entry, looked up): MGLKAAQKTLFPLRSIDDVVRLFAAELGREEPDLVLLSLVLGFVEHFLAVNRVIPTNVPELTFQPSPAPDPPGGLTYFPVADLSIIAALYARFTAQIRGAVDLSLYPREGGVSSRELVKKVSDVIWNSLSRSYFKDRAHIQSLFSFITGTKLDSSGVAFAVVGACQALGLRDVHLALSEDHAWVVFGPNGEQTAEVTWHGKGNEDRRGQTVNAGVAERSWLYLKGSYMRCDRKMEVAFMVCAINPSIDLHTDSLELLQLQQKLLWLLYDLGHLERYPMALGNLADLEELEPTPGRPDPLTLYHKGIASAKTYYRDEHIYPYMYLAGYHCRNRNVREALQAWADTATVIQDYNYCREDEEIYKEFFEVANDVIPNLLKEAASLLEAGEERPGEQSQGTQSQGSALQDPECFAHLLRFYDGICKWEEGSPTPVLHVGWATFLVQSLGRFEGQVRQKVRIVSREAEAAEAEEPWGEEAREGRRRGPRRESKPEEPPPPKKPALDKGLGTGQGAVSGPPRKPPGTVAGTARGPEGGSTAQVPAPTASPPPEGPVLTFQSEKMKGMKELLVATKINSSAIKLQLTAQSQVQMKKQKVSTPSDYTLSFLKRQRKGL
# NPC1 prom act: activates the NPC1 promoter; Huh7 NPC1 promoter luciferase reporter, 24 h; Potency, µM (highest dose often 9.22 µM), inactives show at the highest dose activation, usual class: activators; 320,000 compounds, 2.4% hits;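 further: potency means the concentration at half of the fitted maximal effect; % of control where 0% means no effect; nearly all actives have a fitted effect of over 60% in size; reporter is driven by a mutant NPC1 promoter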
#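 Huh7 cells stably carrying NPC1 promoter–luciferase, plated in Opti-MEM with 10% FBS for 2 h, were exposed to compound in DMSO for 24 h at 37 °C; luciferase reagent was added for 10 min and luminescence read.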
# Giardia killer: kills Giardia lamblia; Giardia lamblia trophozoite viability; activity change, % at 7.66 µM, hits read low; 340,000 compounds, 0.15% hits; AID 540267; in the data active means activity change below about -80%; inconclusive means between about -30% and that limit;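 further: parasites exposed to compound for two days anaerobically before the ATP read; on the % scale 0 is the no-effect control and ±100 the full control effect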
#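 Killing of trophozoites was scored by loss of ATP luminescence after a 48 hrs anaerobic exposure to compounds at 37 deg C, using 100 cells per well.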
# ELG1 genotoxic: genotoxicity induction in ELG1-luciferase HEK293T cells; HEK293T ELG1-luciferase reporter, luminescence, 16 h; Potency, µM (series often up to 46 µM), inactives show top-dose activity change, positive = activation, most hits filed as activators; 330,000 compounds, 1.3% hits; further: potency means the concentration at half of the fitted maximal effect; % of control where 0% means no effect; nearly all actives have a fitted effect of over 60% in size
#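 After overnight (16 hr) compound treatment at 37 °C, ELG1-luciferase HEK293T cells were lysed with ONE-Glo; luminescence quantified 30 min later at room temperature.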
# Rab9 promoter act: Rab9 promoter activation. Potency, µM (doses to about 9.22 µM), for inactives: at the top dose activation, negative = inhibition, usual class: activators. 320,000 compounds, 2.8% hits. Huh7 Rab9 promoter-luciferase reporter, luminescence, 24 h; further: potency means the concentration at half of the fitted maximal effect; % of control where 0% means no effect; nearly all actives have a fitted effect of over 60% in size
#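 Measured in stably transfected Huh7 cells bearing a Rab9 promoter–luciferase construct: 24 h compound treatment at 37 °C, followed by luminescence detection.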
# p53 reactivator: re-activators of mutant p53 | H1299 p53-A138V BP100-luciferase reporter, luminescence, 24 h | Potency, µM (series often up to 92.2 µM), for inactives: at the highest dose activity change, positive = activation, hits mostly activators | 320,000 compounds, 0.063% hits | AID 504706; further: potency means the concentration at half of the fitted maximal effect; % of control where 0% means no effect; nearly all actives have a fitted effect of over 45% in size
#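 p53-null H1299 cells stably carrying temperature-sensitive p53-A138V and a BP100-luciferase reporter were pinned with compounds (4-point, 1:5 series) and held 24 hrs at 37 deg C. Luminescence was read 10 min after detection reagent.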
# BRCA1 expr up: increases BRCA1 expression | MCF7-BRCA1-FFLuc reporter, luminescence, 48 h; response scale: scaled: vehicle 0%, 10 µM genistein 100% | Potency, µM (highest dose often 46.1 µM), without a hit: at the top dose activation, most hits filed as activators | 380,000 compounds, 1.1% hits; further: potency means the concentration at half of the fitted maximal effect; nearly all actives have a fitted effect of over 80% in size; some results filed as inactive show a strong effect at the top dose
#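 Activators of BRCA1 expression were detected as increased firefly luciferase luminescence in engineered MCF7 cells after 48 h compound incubation. Signals were scaled to genistein 10 microM as full activation.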
# PKM2 activator: activators of human pyruvate kinase M2. P14618. purified PKM2, Kinase-Glo ATP luminescence, activation; response scale: 0% is enzyme alone, no compound. Potency, µM (highest dose often 57.5 µM), inactives show at the highest dose activation, hits mostly activators. 260,000 compounds, 0.34% hits; further: potency means the concentration at half of the fitted maximal effect; on the % scale 0 is the no-effect control and ±100 the full control effect; nearly all actives have a fitted effect of over 55% in size
# Target sequence (P14618 whole entry, looked up): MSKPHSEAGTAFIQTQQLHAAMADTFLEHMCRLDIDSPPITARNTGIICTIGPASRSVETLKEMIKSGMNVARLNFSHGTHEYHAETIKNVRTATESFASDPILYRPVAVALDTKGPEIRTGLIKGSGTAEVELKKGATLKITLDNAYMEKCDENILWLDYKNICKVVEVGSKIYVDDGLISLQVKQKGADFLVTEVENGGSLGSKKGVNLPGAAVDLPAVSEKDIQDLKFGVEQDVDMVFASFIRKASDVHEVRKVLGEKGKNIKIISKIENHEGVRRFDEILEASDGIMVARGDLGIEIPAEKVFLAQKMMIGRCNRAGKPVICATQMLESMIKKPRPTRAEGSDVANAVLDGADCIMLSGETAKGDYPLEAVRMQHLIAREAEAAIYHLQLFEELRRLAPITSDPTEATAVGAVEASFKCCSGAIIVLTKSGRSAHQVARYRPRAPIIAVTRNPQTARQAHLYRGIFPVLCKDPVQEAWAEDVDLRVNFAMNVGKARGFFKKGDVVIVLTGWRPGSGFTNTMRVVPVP
#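 hPK-M2, >95% pure; 0.1 mM ADP / 0.5 mM PEP final; imidazole pH7.2 buffer w/ 7 mM MgCl2, 50 mM KCl; 1 h RT; Kinase-Glo lum. Intermediate enzyme activity for dual inhibitor/activator qHTS.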
# The depositor's hits bear a star; ? = inconclusive; nt = no result given; [ ] = dose if it differs, or a comment. Unless noted, the call rests on the fitted dose curve; in most records, active means well fitted curve in the direction sought with a large enough effect; inconclusive means small, poorly fitted or top-dose-only effect, or another doubt; inactive means no such curve, though single readings can be large; an effect the other way counts as inactive or inconclusive.
mol	VP16 counter	Rab9 promoter act	FLuc counter	Menin-MLL TR inh	BRCA1 expr up	PKM2 activator	p53 reactivator	NPC1 prom act	ELG1 genotoxic	RORgamma inh	Giardia killer
CCCN1CCN(CC(=O)Nc2nc3ccccc3s2)CC1	-10.6%	-4.2%	-6.9%	-7.3%	-33.0%	0.0%	?	-0.7%	11.4%	18.1%	-17.5
N#CCSc1nc2ccccc2c(=O)n1CC1CCCC1	-11.6%	-2.4%	1.2%	-6.9%	-7.1%	0.6%	-5.2%	-3.2%	-2.7%	-10.8%	-7.1
CCC(=O)N(CCc1ccccc1)Cc1cc2cc3c(cc2[nH]c1=O)OCO3	-7.9%	2.3%	-1.3%	-9.5%	0.6%	-15.8%	-1.2%	-3.8%	-2.0%	16.5%	-2.0
Cc1ccc(N(CC(=O)NC2CCCCC2)C(=O)Cn2nnc(-c3ccc(C)o3)n2)cc1	-0.5%	-15.7%	-2.0%	-17.3%	2.2%	-2.5%	-4.0%	-4.4%	-4.2%	13.5%	10.2
COc1ccc(-c2oc3ccccc3c(=O)c2OC(C)=O)cc1	?	?	?	-20.6%	-42.7%	24.5%	8.7%	?	0.1%	7.08µM*	11.8
CC1(C)CC(C(CCN(Cc2ccccc2)C(=O)c2ccco2)c2ccc(F)cc2)CCO1 (stereo not drawn)	?	-4.5%	1.9%	?	-100.9%[inhibitor]	0.4%	0.7%	-1.7%	-11.7%	?	-13.3
Clc1ccccc1Nc1nc(-c2cccnc2)cs1	?	0.708µM*	1.69µM*	?	?	13.8%	21.7%	3.16µM*	?	?	-27.1
CCOC(=O)c1ccc(-n2c(=S)sc3c(=O)[nH]c(C)nc32)cc1	nt	-1.4%	0.1%	-11.0%	-29.5%	-5.7%	0.6%	-0.9%	-32.2%[inhibitor]	-11.6%[0.365 µM]	3.9
Cc1ccc2cc(CCNS(=O)(=O)c3ccc(Cl)cc3)c(=O)[nH]c2c1C	-14.8%	-3.0%	-1.0%	6.4%	-31.9%	29.3%	11.9%	-7.5%	-3.0%	43.6%	12.1
O=C(CN1C(=O)NC2(CCCC2)C1=O)OCCOc1ccc(F)cc1	nt	-2.2%	0.2%	nt	0.1%	nt	-5.6%	-8.4%	0.8%	nt	-16.1
CC(=O)NS(=O)(=O)c1ccc(NC(=O)c2cc(-c3ccc(C)cc3)nc3ccccc23)cc1	-2.9%	15.9%	8.49µM*	?	-10.4%	-0.8%	-5.3%	0.4%	9.7%	?	19.6
COC(=O)CSc1nnc(-c2cccnc2)n1-c1cc(OC)cc(OC)c1	0.4%	2.6%	2.7%	-9.3%	3.7%	-4.4%	-4.2%	-1.7%	6.1%	0.7%	7.0
O=C(NCCCO)c1nnc(Cc2c(F)cccc2Cl)o1	-0.2%	-1.3%	-1.1%	nt	3.9%	-0.6%	0.7%	6.3%	3.1%	-1.0%	31.5[activator]
O=C(CSc1nccn1-c1ccc(Cl)cc1)Nc1ccc2c(c1)OCO2	-8.2%	-0.7%	1.2%	?	0.4%	5.2%	-10.3%	-3.8%	-10.4%	?	4.2
CN1C(=O)/C(=C/c2ccc(OCc3ccc(F)cc3)cc2)NC1=S	?	-4.7%	-0.6%	-18.9%	-18.3%	nt	10.6%	-3.0%	2.4%	?	3.3
O/N=C1/C2C3C(Br)C4C5CC(C1C53)C24 (stereo not drawn)	-9.6%	-3.2%	-16.5%	10.3%	6.9%	2.2%	2.2%	-1.0%	-0.8%	-0.9%	-21.9
Cn1c(CNC(=O)c2ccc(Cl)cc2)nnc1SCC(=O)NC1=NCCS1	-0.7%	2.2%	-17.6%	6.1%	15.1%	-1.7%	10.4%	-0.3%	-0.3%	6.2%	5.8
CCOC(=O)C1CCN(C(=O)CSc2nccc(C)n2)CC1	0.2%	0.8%	0.8%	-1.8%	6.8%	0.9%	-1.9%	-0.1%	5.5%	-0.8%	-19.4
Cc1ccc(NC(=O)c2sc(Cl)nc2C)c(C)c1	11.0%	-2.2%	-14.5%	-0.1%	21.7%	2.0%	17.5%	0.2%	0.4%	6.7%	37.1[activator]
Cc1ccc2nc(SCC(=O)NCc3cccs3)[nH]c2c1	-10.2%	-1.8%	-11.2%	-1.7%	6.5%	-1.7%	-2.1%	-0.6%	-3.4%	16.9%	-4.3
O=C(CCl)N1N=C(c2ccco2)CC1c1cccs1 (stereo not drawn)	15.8µM*	-49.7%[inhibitor]	-2.0%	3.5%	-96.9%[inhibitor]	?	-34.0%[inhibitor]	-29.0%	-16.5%	10µM*	-1.9
COc1ccc(-c2cc(=O)oc3cc(OCC(=O)Nc4ccccn4)ccc23)cc1	-17.2%	-3.7%	-7.0%	23.8%	34.8%	nt	?	2.2%	13.7%	3.4%	-22.4
CN(C)S(=O)(=O)c1ccc(Cl)c(NC(=O)COC(=O)[C@@H]2CCCN2C(=O)c2cccs2)c1	6.4%	-1.0%	-1.2%	-3.2%	-3.2%	-2.2%	-0.8%	-0.7%	4.2%	1.0%	5.3
CCOC(=O)c1cc2cc(CC(=O)c3ccc(OCC)cc3O)ccc2o1	-19.0%	-1.9%	0.6%	1.8%	-15.9%	-6.5%	2.1%	0.3%	?	19.2%	-4.9
Cc1cc(=O)n2nc(N3CCCC3C(=O)Nc3cccc(Cl)c3C)sc2n1 (stereo not drawn)	3.3%	-2.2%	6.8%	-4.8%	6.4%	0.1%	nt	-3.2%	4.4%	15.8µM*	1.1

# Additional entries follow:
mol	VP16 counter	Rab9 promoter act	FLuc counter	Menin-MLL TR inh	BRCA1 expr up	PKM2 activator	p53 reactivator	NPC1 prom act	ELG1 genotoxic	RORgamma inh	Giardia killer
O=C(COc1ccccc1[N+](=O)[O-])c1ccccc1	0.6%[10 µM]	-10.3%	-14.9%	?	-19.0%	-6.9%	-14.6%	3.7%	-1.3%	12.9%	28.7
CC(=O)c1cnc2n(c1=O)CCS2	1.4%	-7.2%	-1.0%	0.5%	1.3%	-4.1%	-6.5%	-3.3%	-5.3%	1.7%	0.4
Cc1cc2c(c(=O)n1C1CC1)C(c1cccc(Cl)c1)C(C#N)=C(N)O2 (stereo not drawn)	6.1%	-1.5%	2.4%	-11.2%	1.8%	1.2%	-18.0%	-1.1%	5.2%	-6.5%	8.7
CCc1ccc(NC(=O)C(=O)c2cn(CC(=O)N3CCCCC3)c3ccccc23)cc1	28.8%	-2.4%	9.53µM*	2.2%	0.6%	-4.3%	5.4%	0.2%	-1.8%	27.7%	-10.1
CC(OC(=O)COc1ccc(Nc2ccccc2)cc1)C(=O)N(C)c1ccccc1 (stereo not drawn)	nt	0.3%	0.1%	nt	-13.2%	nt	-2.1%	-2.9%	1.5%	nt	-12.8
COc1ccc(S(=O)(=O)N2CCOCC2)cc1NC(=O)COc1ccccc1OC	-3.6%	-1.2%	5.2%	24.1%	-19.8%	2.7%	-6.2%	-0.4%	-11.1%	-9.4%	2.0
O=C(Nc1ccc(-n2cnnn2)cc1)C1CCCN1C(=O)Nc1ccc(Br)cc1 (stereo not drawn)	-3.2%	-0.3%	4.3%	30.7%[activator]	4.2%	nt	-1.4%	-2.2%	-2.5%	-25.5%	-16.1
COc1cc(/C=N/Nc2snc(SC)c2C#N)ccc1O	-16.3%	5.3%	?	?	-82.5%[inhibitor]	6.6%	-2.8%	-0.5%	10.2%	-31.7%	-13.5
COc1ccc(OC)c(NC(=O)CSc2nc3scc(C)c3c(=O)[nH]2)c1	-6.8%	0.9%	0.5%	12.2%	-72.2%	-0.8%	-2.4%	-4.6%	?	-19.8%	-4.8
COCCCNC(=O)c1ccc2c(=O)n(CC3CCCO3)c(=S)[nH]c2c1 (stereo not drawn)	-9.0%	0.3%	4.0%	6.0%	-5.0%	-4.8%	-5.9%	-1.4%	0.3%	-23.2%	-2.9
CN(CC(=O)Nc1c(Cl)cccc1Cl)C(=O)CCNS(=O)(=O)c1ccccc1C(F)(F)F	nt	-1.5%	-0.6%	nt	-4.1%	nt	4.9%	1.0%	-0.8%	nt	11.5
Cc1ccc(N(CC(=O)NC(C)c2ccccc2)S(=O)(=O)c2c(C)n[nH]c2C)cc1 (stereo not drawn)	4.6%	-9.0%	1.8%	-3.5%	0.0%	nt	-16.9%	-1.1%	0.8%	-10.9%	-16.8
COc1ccc(NS(=O)(=O)c2ccc(/C=C/C(=O)O)cc2)cc1S(=O)(=O)N1CCOCC1	7.3%	1.7%	6.3%	nt	-1.6%	-0.8%	-0.3%	-3.2%	2.4%	2.0%	2.5
CCOc1ccc(NS(=O)(=O)c2ccc(C(=O)NCCCN3CCOCC3)cc2)cc1	-17.2%	4.3%	4.2%	nt	-2.7%	1.5%	-3.2%	0.1%	0.4%	-8.7%	-27.6

# A portion of the library; rates above refer to the full screens.
